# From PubChem
# inhibitors of VEEV: inhibitors of VEEV TC-83 cytopathic effect, confirmation, Vero cells (AID 588727); inhibition, % at 20 µM; hits with a dose series show IC50 in µM; 350,000 tested, 0.13% active; Vero cells, VEEV TC-83 cytopathic effect inhibition; higher % means a stronger effect; in the data active = a potency from the dose series; inconclusive = inhibition mostly from about 14% at the one dose, without a potency; inactive = the rest, 99 in 100 with inhibition below about 12%; also: strong numbers were not always called active
# Salmonella PhoP GFP: PhoP regulon inhibitors, Salmonella typhi PhoP promoter GFP reporter, confirmatory (AID 1850); Salmonella Typhi PhoP-promoter GFP reporter, fluorescence, 4 h; higher % means a stronger effect; inhibition, % at 50 µM; hits with a dose series show IC50 in µM; 310,000 tested, 0.33% active; in the data active = a potency from the dose series; inconclusive = inhibition mostly from about 25% at the one dose, without a potency; inactive = the rest, 99 in 100 with inhibition below about 19%;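 also: 0% = induced wells with vehicle and 100% = uninduced wells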
# H1N1 NS1A inhibition: H1N1 influenza NS1A inhibitors, functional cell based assay (AID 504329) | NS1A functional cell-based assay, percent inhibition; higher % means a stronger effect | one-dose inhibition, % at 12.5 µM; IC50 in µM for titrated hits | 340,000 tested, 0.3% active; in the data active = a potency from the dose series; inconclusive = inhibition above about 27% without an active follow-up result; also: strong numbers were not always called active
# H37Rv inhibition: M. tuberculosis growth inhibition, HTS (AID 449762); M. tuberculosis H37Rv growth inhibition, 7H9 media; higher % means a stronger effect; inhibition, % at 25 µM; hits with a dose series show IC50 in µM; 330,000 tested, 0.59% active; in the data active = a potency from the dose series; inconclusive = inhibition above about 70% without an active follow-up result;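 also: bacterial growth assessed after seven days of incubation; strong numbers were not always called active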
# M. tuberculosis: growth inhibition of non-replicating M. tuberculosis (AID 488890); Mycobacterium tuberculosis non-replicating, growth inhibition; higher % means a stronger effect; inhibition, % at 25 µM, or IC50 in µM where a hit was titrated; 320,000 tested, 0.39% active; in the data active = a potency from the dose series; inconclusive = inhibition mostly from about 82% at the one dose, without a potency; inactive = the rest, 99 in 100 with inhibition below about 76%;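 also: plate controls were DMSO cells for no effect and high antibiotic wells for full effect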
# inhibitors of VEEV 10K pilot screen: further read-out of inhibitors of VEEV, marked with its call; inhibition, %; measured here: 10K pilot screen inhibition
# The depositor's hits bear a star; i = inactive; ? = inconclusive; / = no result given.
SMILES,inhibitors of VEEV,Salmonella PhoP GFP,H1N1 NS1A inhibition,H37Rv inhibition,M. tuberculosis,others
COc1ccc(Cl)cc1NC(=O)CSc1nc2ccsc2c(=O)n1CC1CCC(C(=O)O)CC1 (configuration not stated),1.8%,-21%,-9%,11%,15%,
O=C(NNC(=O)c1cccnc1)Nc1ccc(Cl)c(Cl)c1,1.6%,4%,7%,-1%,2%,
COC(=O)c1ccc(S(=O)(=O)N2CCN(C)CC2)n1C,2.5%,3%,-3%,3%,-4%,
Cc1ccc(CNC(=O)CSc2nc3[nH]ncc3c(=O)[nH]2)cc1,0.1%,1%,-2%,-6%,-3%,
COc1ccc(N(CC(=O)Nc2ccccc2OC)S(=O)(=O)c2ccccc2)cc1Cl,6.7%,-3%,-11%,7%,21%,
COc1ccccc1CN1CCN(Cc2nc(-c3ccc(C)cc3)oc2C)CC1,i,8%,5%,3%,?,
COc1ccc(/C=[N+](\[O-])C2N(c3ccccc3)C(=S)SC2(C)C)cc1OC (configuration not stated),3.4%,-8%,-4%,-6%,2%,
Cc1cc2ccc3ccccc3c2cc1CN(C)C,52%,6%,/,4%,23%,
Cc1cc(NC(=O)Nc2ccc(Cl)cc2)no1,0.1%,6%,-5%,-8%,-9%,
CCSc1nnc(NC(=O)CSc2nc(CC)nc3c2c(=O)n(C)c(=O)n3C)s1,7.8%,-7%,0%,1%,-22%,
CC(NC(=O)c1cc(S(=O)(=O)N2CCOCC2)ccc1N1CCCC1)c1ccc(Cl)c(Cl)c1 (configuration not stated),7.9%,-1%,-16%,?,5%,
O=C(CN1CCCc2ccccc21)NC(=O)NCc1ccco1,0.5%,15%,5%,-25%,61%,
CC(=O)O[C@]1(C)C(=O)OC/C2=C/CN(C)CCC(OC(=O)[C@@](O)(C(C)O)C[C@H]1C)C2=O (some centres not stated),i,-11%,-20%,-5%,-11%,
O=C(NC(Cc1ccccc1)C(=O)N1CCCC(C(F)(F)F)C1)c1ccccc1 (configuration not stated),8.8%,-1%,-11%,11%,0%,
Cc1cccc(OCC(=O)NNC(=O)c2cc(S(=O)(=O)N(C)C)ccc2N2CCCC2)c1,0.8%,/,-10%,5%,-2%,
O=S(=O)(c1ccc(SCc2cccc(Cl)c2)nc1)N1CCCC1,6.4%,/,-5%,0%,22%,
Cc1cc(NC(=O)C(C)SCC(=O)N(C)CC(=O)Nc2ccc(F)cc2)no1 (configuration not stated),1.0%,0%,5%,-3%,-14%,
CCC1(c2ccccc2)NC(=O)N(CC(=O)Nc2ccc3c(C)cc(=O)oc3c2)C1=O (configuration not stated),6.8%,3%,9%,66%,13%,
Cc1ccc(N(CC(O)CN2CCCC2)S(=O)(=O)c2ccccc2)cc1 (configuration not stated),i,4%,-4%,-6%,37%,
COc1ccc(-c2nn(-c3ccccc3)cc2/C=N/O)cc1,2.0%,3%,-15%,47%,3%,
CNC(C)Cc1ccccc1 (configuration not stated),0.0%,/,-5%,-3%,-5%,
COc1ccc(NC(=O)CN(C)C(=O)c2ccccc2CCc2ccccc2)cc1,8.7%,-6%,2%,?,19%,
O=C(COC(=O)Cc1ccc(Br)cc1)NC1CCCC1,i,/,11%,3%,60%,
C[n+]1c(-c2ccccc2)c2cc(N)ccc2c2ccc(N)cc21,3.7%,-13%,31µM*,8µM*,?,
Cc1ccc(NC(=O)c2cccc(S(=O)(=O)N3CCCc4ccccc43)c2)nc1,8.1%,/,-8%,-1%,44%,
CCn1nc(C)c(C2C(C#N)=C(N)Oc3n[nH]c(C)c32)c1C (configuration not stated),0.2%,1%,0%,-5%,-9%,
Cc1cccc(N(C)S(=O)(=O)c2ccc3c(c2)NC(=O)CC(=O)N3)c1,3.6%,2%,-3%,1%,1%,
O=C(CSc1ncnc2c1nnn2Cc1ccccc1F)NCC1CCCO1 (configuration not stated),2.4%,-14%,-14%,-16%,70%,
Cn1c2ccccc2c(=O)n2c(=O)c3ccccc3cc12,/,4%,/,-11%,5%,
CCOC(=O)c1c(NC(=S)Nc2ccc(C)cc2)sc2c1CCC2,0.6%,-5%,-6%,1%,8%,
COc1ccc(Nc2c3ccccc3nc3ccccc23)cc1,6.0%,35µM*,4%,16%,73%,
CCCN1C(=O)c2cc(C(=O)NC3CCCCCC3)ccc2C1O (configuration not stated),0.7%,-2%,6%,-3%,/,
Cc1nc2c(-c3ccc(F)cc3)c(C)nn2c(C)c1CCC(=O)NC(C)CCc1ccco1 (configuration not stated),7.0%,9%,8%,3%,/,
COc1cccc(NC(=O)CN(C)C(=O)CSc2ccc3c(c2)OCCO3)c1,4.4%,/,0%,-4%,2%,
CCOC(=O)CSc1nc(C(C)(C)C)cc(C(F)(F)F)c1C#N,1.0%,0%,11%,-3%,64%,
C/C(=N\N1CCN(c2ccccc2)CC1)c1ccncc1,1.0%,-11%,-1%,0%,2%,
CCn1c(SCC(=O)NCc2cccs2)nnc1-c1cccs1,i,-7%,0%,-10%,-13%,
CC(C)n1cc(/C=N/Nc2ccc(C(=O)O)cc2)c2ccccc21,1.1%,2%,2%,4%,9%,
COc1ccc(C(=O)COC(=O)c2ccccn2)cc1OC,1.8%,/,2%,1%,12%,
COc1ccc(-c2nnn(-c3ccc(Cl)cc3Cl)c2N)cc1,0.6%,28%,-3%,-10%,-1%,
CC(Sc1nc(-c2ccccc2)cc(C(F)(F)F)n1)C(=O)Nc1sc2c(c1C(N)=O)CCC2 (configuration not stated),0.9%,-11%,0%,1%,-22%,
CCOC(=O)CSc1nnc(Cc2cc(=O)[nH]c(=O)[nH]2)n1-c1cccc(OC)c1,1.8%,-2%,1%,-2%,0%,
CCC(C)n1cnc2c(c1=O)c1nc3ccccc3nc1n2Cc1ccccc1OC (configuration not stated),9.4%,10%,0%,3%,10%,
Cc1ccc(NC(=O)CSc2nnc3ccc(-c4ccncc4)nn23)cc1,12%,/,-2%,/,/,
COc1ccc(-c2nnc(NC(=O)C3CC3)o2)cc1,0.7%,9%,-3%,?,?,
COc1cccc(NC(=O)COC(=O)C2C3CC4OC(=O)C2C4C3)c1 (configuration not stated),2.5%,-6%,-7%,8%,1%,
O=C(CCC(=O)NC1CCCCC1)Nc1cccnc1,i,2%,-24%,0%,-17%,
CCc1c(C)nc(SCC(=O)Nc2c(C)n(C)n(-c3ccccc3)c2=O)[nH]c1=O,1.5%,-4%,1%,-5%,-7%,inhibitors of VEEV 10K pilot screen=0.5
CN(C)C=Nc1ncc2c3ccccc3n(Cc3ccccc3)c2c1C#N,1.4%,-8%,-4%,4%,-12%,
O=C(NNC(=O)c1ccc2ccccc2n1)c1ccc(O)cc1,11%,/,-7%,55%,?,
N#CC1=C(N)SC(N)=C(C#N)C1CCC1CCCCC1,/,-25%,/,-5%,28%,
CC(Sc1nc2c(c(=O)n(C)c(=O)n2C)n1Cc1cc2c(cc1Cl)OCO2)C(=O)O (configuration not stated),3.1%,-4%,0%,-1%,-1%,
O=C(NCCN1CCN(C(=O)c2ccc(Br)cc2)CC1)c1ccc(Br)cc1,7.5%,-4%,-7%,0%,3%,
C=C1CCN([C@@H](CC(C)C)C(=O)NCc2ccc(Cl)cc2)S(=O)(=O)c2ccccc21,1.5%,-3%,8%,-5%,19%,
CCc1nnc(NC(=O)CCC(=O)NCCc2ccccc2)s1,2.1%,-1%,-14%,-3%,-16%,
COc1cccc2sc(N(CCCN(C)C)C(=O)c3sc4ccccc4c3Cl)nc12,0.1%,-1%,13%,-14%,-7%,
COc1ccc(NC(=O)COC(=O)Cc2coc3cc(OC)ccc23)c(OC)c1,1.9%,/,-25%,0%,48%,
CC1(C)CC2CC(C)(CN2C(=O)COC(=O)c2cccc(O)c2)C1 (configuration not stated),2.8%,/,-12%,-6%,-7%,
COc1ccc(S(=O)(=O)NCc2csc(C)n2)cc1OC,4.5%,-5%,-29%,1%,-3%,
COc1cc(NC(=O)c2cccc([N+](=O)[O-])c2)ccc1NC(=O)c1ccco1,0.4%,0%,3%,1%,-7%,

# 7 compounds drawn at random from the list so far, as already listed:
SMILES,inhibitors of VEEV,Salmonella PhoP GFP,H1N1 NS1A inhibition,H37Rv inhibition,M. tuberculosis,others
CC(Sc1nc2c(c(=O)n(C)c(=O)n2C)n1Cc1cc2c(cc1Cl)OCO2)C(=O)O (configuration not stated),3.1%,-4%,0%,-1%,-1%,
CC(NC(=O)c1cc(S(=O)(=O)N2CCOCC2)ccc1N1CCCC1)c1ccc(Cl)c(Cl)c1 (configuration not stated),7.9%,-1%,-16%,?,5%,
CN(C)C=Nc1ncc2c3ccccc3n(Cc3ccccc3)c2c1C#N,1.4%,-8%,-4%,4%,-12%,
CCOC(=O)c1c(NC(=S)Nc2ccc(C)cc2)sc2c1CCC2,0.6%,-5%,-6%,1%,8%,
Cc1cc(NC(=O)Nc2ccc(Cl)cc2)no1,0.1%,6%,-5%,-8%,-9%,
COC(=O)c1ccc(S(=O)(=O)N2CCN(C)CC2)n1C,2.5%,3%,-3%,3%,-4%,
O=C(NC(Cc1ccccc1)C(=O)N1CCCC(C(F)(F)F)C1)c1ccccc1 (configuration not stated),8.8%,-1%,-11%,11%,0%,

# Continuation:
SMILES,inhibitors of VEEV,Salmonella PhoP GFP,H1N1 NS1A inhibition,H37Rv inhibition,M. tuberculosis,others
Cc1cc(OCC(=O)N2CCN(c3ncccn3)CC2)ccc1Cl,8.9%,-3%,-9%,5%,6%,
Cc1ccc(C2/C(=C(/O)c3ccc(OC(C)C)cc3)C(=O)C(=O)N2CCN2CCOCC2)cc1 (configuration not stated),i,13%,0%,-1%,11%,
O=C(Nc1nnc(-c2ccc3c(c2)CCCC3)o1)c1ccccc1,28%,20%,21%,?,/,
COc1ccc(-c2[nH]c3ccccc3c2SCCNC(=O)c2cc3ccccc3oc2=O)cc1,10%,0%,9%,63%,72%,inhibitors of VEEV 10K pilot screen=8.2
O=C(Nc1ccc(N2CCN(C(=O)c3ccc(Cl)cc3)CC2)cc1)c1ccc([N+](=O)[O-])o1,0.9%,/,-3%,/,/,
CC(O)c1c(OCc2ccccc2)ncnc1OCc1ccccc1 (configuration not stated),10%,8%,-12%,?,42%,
CCN(CC)C(=O)CSc1nc(N)c2c3c(sc2n1)CC(C)CC3 (configuration not stated),5.0%,6%,-5%,?,44%,
CCc1ccc(CN(C)C(=O)CCc2nnc(Cc3cccc(C)c3)o2)nc1,0.8%,-19%,-7%,3%,9%,
CC(C)(CN)CC(=O)O,0.4%,0%,-6%,-4%,4%,
CCOc1ccc(N2CC(O)(c3cccs3)[N+]3=C2CCCC3)cc1 (configuration not stated),1.5%,12%,2%,?,20%,
CC(=O)c1cccc(NC(=O)c2cnn(-c3ccccc3)c2C)c1,9.3%,-6%,18%,0%,?,
Cc1nn(C)c(C(=O)Nc2cccc(Nc3ccccc3)c2)c1[N+](=O)[O-],2.7%,1%,13%,7%,26%,
COc1ccccc1C(=O)NNC(=O)c1ccc(Br)cc1,0.9%,-10%,-6%,6%,19%,
N#Cc1ccccc1S(=O)(=O)N1CCN(C(=O)c2cc(-c3ccccc3)nn2-c2ccccc2)CC1,5.0%,-10%,-9%,-12%,-5%,
Cc1c(C(=O)NCCCN2CCOCC2)sc2nc(-c3ccc(F)cc3)cn12,0.5%,11%,2%,41%,2%,
COc1ccc(C(=O)OCC(=O)NCC2CCCO2)cc1[N+](=O)[O-] (configuration not stated),1.7%,1%,9%,-8%,-14%,
O=C(NN=C1CCCCCC1)c1ccc(Br)o1,0.0%,7%,27%,1%,-9%,
COc1ccc(NC(=O)COC(=O)c2c(F)cccc2Cl)cc1OC,/,9%,/,-3%,-2%,
O=C(NC(Cc1c[nH]c2ccccc12)C(=O)Nc1ccc(F)c([N+](=O)[O-])c1)c1cccs1 (configuration not stated),22µM*,3%,5%,32%,45%,
CC1=Nn2c(nnc2-c2cc(-c3ccccc3)n[nH]2)SC1,8.4%,8%,2%,4%,-2%,
N#Cc1ccc(C(=O)NC(=S)NC2CCCCC2)cc1,3.6%,/,4%,0%,69%,
COc1cccc(CNc2ccc(N3CCCCC3)cc2)c1OC,10%,-10%,26%,3%,58%,
COc1ccc2nc(C)cc(Nc3cccc(C(=O)O)c3)c2c1,0.1%,-5%,-5%,-4%,-10%,
COC(=O)N/N=C/c1cc(C)n(-c2cccc3ccccc23)c1C,1.1%,-3%,10%,-1%,35%,
O=C(COc1ccc(-c2ccccc2)cc1)NNC(=O)Nc1ccccc1,4.5%,/,6%,-2%,22%,
COc1cc(C(=O)N2CCN(c3cc(Cl)ccc3Cl)CC2)cc(OC)c1OC,9.5%,-1%,28%,8%,-5%,
